hIAP block: blocks human intestinal alkaline phosphatase; inhibition, % at 10 µM; 330,000 compounds, 0.12% hits; P09923; purified IAP, CDP-Star luminescence, 30 min;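 active = inhibition reaching a set limit with compound at 10 µM in the primary screen, cut at about 35% in these data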;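 note: plate controls were DMSO wells with enzyme for no effect and no-enzyme buffer wells for full effect; values of inactives mirror those of a sister screen read the other way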
Target sequence (P09923 whole entry, looked up): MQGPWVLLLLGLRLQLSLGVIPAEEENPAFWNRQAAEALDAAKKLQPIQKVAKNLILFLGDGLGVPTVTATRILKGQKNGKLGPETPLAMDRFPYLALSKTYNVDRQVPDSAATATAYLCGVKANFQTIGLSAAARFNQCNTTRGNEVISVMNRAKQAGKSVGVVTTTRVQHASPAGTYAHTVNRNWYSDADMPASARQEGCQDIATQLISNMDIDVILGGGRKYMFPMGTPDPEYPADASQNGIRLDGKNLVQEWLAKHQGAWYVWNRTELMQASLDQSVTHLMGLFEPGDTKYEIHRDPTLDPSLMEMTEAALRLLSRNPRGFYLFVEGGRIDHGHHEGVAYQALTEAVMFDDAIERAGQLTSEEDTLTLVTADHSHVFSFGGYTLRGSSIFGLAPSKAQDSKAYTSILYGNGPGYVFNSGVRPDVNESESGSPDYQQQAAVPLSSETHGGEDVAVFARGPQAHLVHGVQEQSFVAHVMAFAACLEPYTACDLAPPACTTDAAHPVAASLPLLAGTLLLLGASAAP
APOBEC3G inh: inhibitors of human APOBEC3G DNA deaminase. Q9HC16. recombinant A3G, ssDNA deamination FAM/TAMRA fluorescence. inhibition, % at 20 µM. 330,000 compounds, 0.28% hits;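 active = inhibition of at least 40% at 20 µM, with no more than 30% in the related APOBEC3A deaminase screen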;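 note: plate controls were DMSO wells with A3G for no effect and wells lacking A3G enzyme for full effect; some compounds called inactive have numbers as strong as hits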
NLRP3 yeast inh: inhibitors of NALP3 inflammasome in yeast; Yeast reconstituted NLRP3/ASC/caspase-1, beta-gal luminescence, 24 h; inhibition, % at 10 µM; 330,000 compounds, 0.39% hits;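 active = inhibition of 50% or more; inactive = inhibition below 50%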;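 note: plate controls were induced DMSO wells for no effect and uninduced yeast grown without galactose for full effect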
A3A deaminase: human APOBEC3A DNA deaminase inhibition. P31941. recombinant A3A, FAM/TAMRA ssDNA deamination fluorescence. 330,000 compounds, 0.41% hits. inhibition, % at 20 µM;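 active = at least 40% inhibition at 20 µM here, with at most 30% in a related deaminase screen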;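 note: plate controls were A3A with DMSO for no effect and wells lacking A3A enzyme for full effect; some results filed as inactive read as strong as hits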
Target sequence (P31941 whole entry, looked up): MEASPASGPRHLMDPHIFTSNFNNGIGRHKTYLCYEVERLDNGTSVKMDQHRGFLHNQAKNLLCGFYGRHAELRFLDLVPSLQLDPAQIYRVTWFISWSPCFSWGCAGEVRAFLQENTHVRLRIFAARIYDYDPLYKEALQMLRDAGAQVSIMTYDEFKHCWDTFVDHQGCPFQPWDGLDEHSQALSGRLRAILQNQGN
mIAP act: mouse IAP activation; muIAP, CDP-Star luminescence, 30 min; stronger effect = higher value; 1 = vehicle-only enzyme signal, 0 = enzyme-free wells; activation factor at 10 µM; 330,000 compounds, 0.24% hits; AID 2805;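 active = activation factor of at least 2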; note: the source names both 10 and 20 µM as test concentration; values of inactives mirror those of a sister screen read the other way
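System: Mouse IAP enzyme | Also added: CDP-Star substrate | Dosing: Compounds dispensed in DMSO | Schedule: 30 min enzyme-substrate-compound incubation at room temperature | Technique: Chemiluminescence readout | Control set: DMSO-only wells and no-enzyme negative control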
TIM10 inh: inhibits growth of TIM10 yeast strain | S. cerevisiae TIM10 strain growth, BacTiter-Glo luminescence, 24 h | inhibition, % at 10 µM | 330,000 compounds, 1.4% hits | AID 463195;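 active = inhibition of 40% or more at the single tested concentration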;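 note: wild-type TIM10 isogenic control strain grown at permissive 25 °C; 0% = DMSO yeast wells and 100% = minimal medium wells without yeast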
tim10-1 inh: tim10-1 yeast growth inhibition; S. cerevisiae tim10-1 ts strain growth, BacTiter-Glo, 24 h; inhibition, % at 20 µM; 330,000 compounds, 2.2% hits;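 active = inhibition of at least 40%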;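 note: mutant grown at 25 °C; 0% = DMSO wells with yeast and 100% = wells holding no yeast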
MIN6 prolif: inducers of beta-cell replication in MIN6 cells. MIN6 cells proliferation, ATPlite luminescence, 48 h; cells starved in 0.2% serum; 100% = growth in 10% serum. proliferation, % at 10 µM. 330,000 compounds, 0.29% hits. AID 2380;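 active = compounds whose signal lies at least 3.5 SD above the mean of all wells on their plate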;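 note: 0% = DMSO-treated cells in low-serum medium and 100% = 10% serum control; some compounds called inactive have numbers as strong as hits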
mIAP block: blocks mouse intestinal alkaline phosphatase; inhibition, % at 10 µM; AID 2806; 330,000 compounds, 0.2% hits; purified mouse IAP, CDP-Star luminescence, 30 min;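 active = inhibition of at least 40% at 10 µM in the primary screen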;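 note: plate controls were DMSO with enzyme for no effect and no enzyme wells for full effect; values of inactives mirror those of a sister screen read the other way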
Starred values were filed as active, the others as inactive.

SMILES	hIAP block	APOBEC3G inh	NLRP3 yeast inh	A3A deaminase	mIAP act	TIM10 inh	tim10-1 inh	MIN6 prolif	mIAP block
COc1ccc(-c2ccc(S(=O)(=O)N3CCOCC3)cc2)cc1	-6	-2	49	-5	1.1	-21	19	0	-8
O=C(OCc1nnc(-c2ccc(Cl)cc2)o1)c1ccc(O)cc1	-1	-3	31	3	1.1	4	5	-1	-6
COc1ccc(Cl)cc1NC(=O)NCC1CCN(Cc2cc(C)ccc2C)CC1	-19	-5	16	3	1.7	28	26	-7	-71
CC1(C)CC(=O)C2(CC3=C(CC(C)(C)CC3=O)O2)C(=O)C1	-1	-3	-20	-1	0.97	-10	5	-2	3
COc1ccc(/C=C/C(=O)OCC(=O)N2CC(=O)Nc3ccccc32)cc1	10	1	5	5	0.98	-3	7	-2	2
Cc1ccc(N(C(=O)c2ccn[nH]2)C(C(=O)NC2CCCC2)c2cccs2)cc1 (stereo not given)	-203	-4	12	-4	2	0	-7	-1	-96
Clc1cccc(Nc2nc(-c3cccnc3)cs2)c1	4	-9	17	0	1.2	29	-5	-5	-16
COC(CNC(=O)CC1C(=O)N(Cc2ccccc2)C(C)c2nc3ccccc3n21)OC (stereo not given)	3	-5	14	-1	0.99	-1	1	3	0
COc1cc(/C=C/C(=O)Nc2ccc(N3CCCCC3)c(S(=O)(=O)Nc3ccccc3Cl)c2)cc(OC)c1OC	-18	-3	14	-1	0.82	13	29	-1	18
COc1cccc(Oc2cc(Cl)nc(N)n2)c1	4	-4	8	0	0.93	-5	10	-2	7
CC(NC(=S)NCCCN1CCOCC1)C12CC3CC(CC(C3)C1)C2 (stereo not given)	14	1	8	-1	1.1	7	14	-4	-8
CCn1ccnc1CN(C)Cc1nc(-c2ccc3c(c2)OCO3)no1	7	-4	14	-3	0.97	5	0	0	3
CC(C)NC(=O)c1onc(CSc2ccccc2)c1C(=O)O	27	12	4	3	0.92	-10	12	-2	8
NC(=O)C1CCN(C(=O)/C=C/c2cc(Br)ccc2F)CC1	-7	-6	-8	-2	1.1	-6	13	-2	-11
COc1ccc2c(C)cc(SCC(=O)Nc3ncc(Cl)cc3Cl)nc2c1	15	-9	27	4	0.97	-4	5	1	3
O=C(Nc1cccn(Cc2c(Cl)cccc2Cl)c1=O)c1ccc(Cl)cc1	2	-3	-13	-1	0.92	10	15	1	8
CCOC(=O)c1ccc(N=NN(C)C)cc1	-14	5	17	4	0.99	-20	4	-2	1
CCCn1c(SCC(=O)NC2CCCCC2)nnc1-c1cccnc1	2	-8	11	-2	1.1	5	-11	0	-5
COc1ccc(OC)c(/C=N/NC(=O)c2cc[n+](CC(=O)c3ccccc3)cc2)c1	3	-2	19	-6	0.96	-7	-9	2	4
COc1ccc(-n2cc(CNCCc3ncc(C)[nH]3)c(-c3ccccc3Cl)n2)cc1	-33	-2	11	0	1.1	-8	-16	-5	-8
CCOC(=O)c1c(NC(=O)COC(=O)c2cc(OC)c(OC)cc2[N+](=O)[O-])sc(C)c1CC	16	-3	11	-1	0.86	16	2	-2	14
Cc1ccc(N/C(N)=N/c2nc(CSc3nnc(N)s3)cc(=O)[nH]2)cc1	-56	2	-1	1	1.1	-8	-4	-3	-11
NC(=O)NC(=O)CSc1nnc(-c2ccc(Cl)cc2)n1CC1CCCO1 (stereo not given)	2	-2	9	34	0.91	6	4	3	9
O=C(CN1C(=O)NC2(CCCCC2)C1=O)NC1CCCc2ccccc21 (stereo not given)	15	0	-2	-1	0.98	9	6	0	2
O=C(Nc1ccc(C(F)(F)F)cc1)C1=NN(C2CCS(=O)(=O)C2)C(=O)CC1 (stereo not given)	5	-2	10	3	0.75	2	23	-2	25
CC(CCc1ccccc1)NC(=O)c1nnc(Cc2ccc(Cl)cc2)o1 (stereo not given)	-8	8	33	1	0.9	1	29	-3	10
Cc1ccc2[nH]c(CN3CCC(CO)(CC4CCCCO4)CC3)c(C)c2c1 (stereo not given)	13	-3	14	1	1	13	23	0	-5
COc1ccc2nc3oc(C(=O)N4CC(C)CC(C)C4)cc3cc2c1 (stereo not given)	-8	-9	19	-4	0.92	15	59*	4	8
COc1ccc(C(C(=O)NC(C)(C)C)N(C(=O)CCC(=O)Nc2cc(C)on2)c2c(C)cccc2C)cc1 (stereo not given)	13	-7	12	1	1	6	-3	1	-1
COc1ccc(C(=O)O/N=C/c2ccc(S(=O)c3ccc(Cl)cc3)nc2)cc1 (stereo not given)	-19	-6	-1	0	1.2	-36	1	-3	-16
CC(=O)C1C(=O)C=C(c2ccco2)CC1c1ccccc1 (stereo not given)	8	-5	15	-4	0.83	12	3	0	17
CC[C@H](C)[C@@H](NC(=O)O[C@@H]1C(=O)c2cc(OC)ccc2O[C@H]1c1ccc(OC)c(Br)c1)C(=O)OC	-1	-4	2	6	0.96	11	10	-3	4
Cc1nc2cc(NC(=O)CS(=O)(=O)c3ccc(F)cc3)ccc2s1	4	-9	14	1	1	17	-2	-3	-2
O=C(O)c1cccnc1SCC(=O)N1CCCCCC1	-1	-6	28	-2	0.89	-5	5	0	11
O=C(Nc1ccccc1N1CCOCC1)c1cc(F)cc(F)c1	11	1	1	7	1.1	38	36	-2	-7
O=C(Nc1ccccc1Br)c1c(F)cccc1Cl	-7	-15	33	4	1.1	-15	7	-3	-8
COc1ccc(S(=O)(=O)N2CCN(CCC(=O)Nc3ccccc3F)CC2)cc1	-1	1	12	2	0.96	3	14	-4	4
Cc1ccc(C)c(S(=O)(=O)N2CCCCC2CCNC(=O)C(=O)NC2CCCC2)c1 (stereo not given)	12	-7	15	-2	0.96	30	21	-3	4
COc1ccc(-c2nn(-c3ccccc3)cc2C(=O)O)cc1	-6	-9	17	-3	1	-4	-18	4	-1
Cc1cc([N+](=O)[O-])nn1CCCC(=O)NCc1ccc(F)cc1	13	0	-18	-1	1	2	-3	-3	-1
O=C(c1ccc2c(c1)OCO2)N1CCN(C(=O)c2ccco2)CC1	-6	-2	5	-4	1.1	-15	5	1	-9
O=C(Nc1cccc(Cl)c1)N(Cc1nc2ccccc2c(=O)[nH]1)C1CCCC1	-10	-1	2	4	1.1	26	34	-3	-12
Cc1ccc(CN2CCN(/N=C/c3ccc(C)s3)CC2)c(C)c1	-8	-2	3	-1	1.1	0	0	-3	-11
COc1ccc(-c2noc(CN(C)C(=O)c3ccco3)n2)cc1	9	-15	16	0	0.98	-6	-12	0	2
COc1ccc(S(=O)(=O)n2ccc(-c3ccc4c(c3)CCC(C)(C)O4)n2)cc1	3	-11	23	-2	0.82	15	16	-2	18
O=C(CCC(=O)Nc1cccc([N+](=O)[O-])c1)N/N=C/c1cccs1	-2	13	-2	-4	1	-2	1	-2	0
O=C(CN1C(=O)CNC1=O)Nc1cc(Cl)cc(Cl)c1	-16	-9	20	-5	1.2	8	19	-4	-19
O=C(CSc1nnc(CCCN2C(=O)c3cccc4cccc(c34)C2=O)n1-c1ccccc1)NCCCN1CCOCC1	-14	-2	6	3	0.77	-7	-5	0	23

Of the compounds above, three contain a COOH group.
SMILES	hIAP block	APOBEC3G inh	NLRP3 yeast inh	A3A deaminase	mIAP act	TIM10 inh	tim10-1 inh	MIN6 prolif	mIAP block
CC(C)NC(=O)c1onc(CSc2ccccc2)c1C(=O)O	27	12	4	3	0.92	-10	12	-2	8
O=C(O)c1cccnc1SCC(=O)N1CCCCCC1	-1	-6	28	-2	0.89	-5	5	0	11
COc1ccc(-c2nn(-c3ccccc3)cc2C(=O)O)cc1	-6	-9	17	-3	1	-4	-18	4	-1

Carrying on:
SMILES	hIAP block	APOBEC3G inh	NLRP3 yeast inh	A3A deaminase	mIAP act	TIM10 inh	tim10-1 inh	MIN6 prolif	mIAP block
COc1ccc(N(CC(=O)NC2CCCC2)C(=O)CS(=O)CC(=O)Nc2ccc3c(c2)OCO3)cc1 (stereo not given)	-13	-5	4	-6	1.1	-39	1	-1	-10
O=C(NCS(=O)(=O)c1ccccc1)c1ccccc1	16	-5	8	-3	1	10	6	0	0
N#Cc1ccsc1NC(=O)C1CC(=O)N(Cc2ccccc2)C1 (stereo not given)	-4	-9	12	4	1	6	6	-1	0
O=C(CSc1nc(=O)n2cc(Cl)ccc2n1)Nc1ccc2c(c1)OCO2	2	-6	11	0	0.87	-2	-7	5	13
C[N+]1(CC2COC3(CCCCC3)O2)CCCCC1 (stereo not given)	2	25	1	68*	1	9	5	0	-4
Cc1ccc(NC(=S)N2CCN(Cc3ccccc3)CC2)c(C)c1	-4	-7	15	1	1	19	18	-3	-4
O=C(/C=C/c1ccc(Cl)cc1)c1cccnc1	-32	-2	5	-4	1	-27	-25	-4	-1
CC(SCc1ccccc1)C(=O)Nc1ccc(F)cc1 (stereo not given)	-10	-7	11	-3	1.1	17	28	-2	-7
O=C(CCN1CCOCC1)Nc1cc(C(=O)Nc2ccc(Cl)cc2)ccc1N1CC2CC(C1)c1cccc(=O)n1C2 (stereo not given)	-10	-10	5	-4	1	1	12	2	-3
Cc1nn(CC(=O)NCC2CCCO2)c(=O)c2cc3ccccc3n12 (stereo not given)	-16	-7	10	-3	1	-3	2	-1	-3
CCCCC(=O)Nc1nnc(S(=O)(=O)N2CCCCCC2)s1	-10	-6	3	-3	1	6	5	-4	-4
C=CCC(C(=O)OC)(C(=O)OC)c1ccc([N+](=O)[O-])cn1	6	-3	-18	4	1	0	21	-2	-2
CCCn1c(/N=C/c2c[nH]c3ccccc23)nc2ccccc21	4	0	14	7	1	2	26	-1	0
Cc1c(C(=O)O)sc2[nH]c(=O)n(Cc3ccccc3)c(=O)c12	-7	-11	20	-4	1	-14	17	-3	-2
CCSc1nc(N)c2c3c(sc2n1)CCC3	-6	11	39	3	1.1	2	-3	-2	-10
COc1cc(NC(=O)/C=C/c2ccccc2)c(C(=O)O)cc1OC	-7	0	-1	1	1.1	7	12	-4	-11
Cc1cccc(-c2cc3c(nn2)-c2ccccc2C3=O)c1	18	-8	47	-2	1	14	5	-3	-4
CN(Cc1cnn(Cc2ccccc2)c1)C(=O)CN=C1NS(=O)(=O)c2ccccc21	-3	-6	-2	0	0.9	-9	1	2	10
COCCN(C(=O)CCC(=O)Nc1cc(C)on1)C(C(=O)NC(C)(C)C)c1cccc(OC)c1OC (stereo not given)	-4	0	11	3	1.1	-2	-2	-1	-9
CCOc1cc(/C=N/NC(=O)NN(C)c2ncc(C(F)(F)F)cc2Cl)ccc1O	6	-7	5	-2	0.97	-17	-28	-2	3
COc1cc(/C=N/n2c(=S)[nH]nc(C)c2=O)cc([N+](=O)[O-])c1O	0	-8	-62	-4	0.93	9	-1	-4	8
CCN(Cc1cc2cc(OC)ccc2[nH]c1=O)C(=O)c1ccncc1	-25	0	3	6	1.1	-8	-8	-1	-11
Cc1noc(C)c1C(=O)NCCCN1CCCC1=O	5	-6	-10	1	0.92	-13	9	-4	8
CCc1ccc(N=C2N=C(N)c3ccccc32)cc1	38*	-7	-6	-1	0.96	13	17	-3	4
NC(=O)c1cc(S(=O)(=O)N2CCCC2)ccc1OCc1ccc(F)cc1	-15	-4	7	-2	1	-6	6	-4	-4
CC(C)CN(C(=O)c1ccc(Br)o1)C1CCS(=O)(=O)C1 (stereo not given)	-4	-3	-3	1	1.1	-5	-8	6	-8
CC(C)(C)OC(=O)[C@H](Cc1ccccc1)NC(=O)c1nc[nH]c1C(=O)NCC(=O)OCc1ccccc1	-55	-6	10	0	1.1	11	9	-8	-6

Source: PubChem BioAssay
